HIF-2a inh: HIF-2a inhibition. 360,000 compounds, 0.72% hits. 786-0 RCC cells HIF-2a reporter, luciferase luminescence, overnight. inhibition, % at 18.8 µM;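 active = inhibition of the luminescence signal of 40% or more relative to plate controls, in a single-dose primary screen at 18.75 µM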
Peg3 promoter: reduces Peg3 promoter-driven luciferase expression in HeLa | HeLa PEG-Prom luciferase reporter, luminescence, overnight | inhibition, % at 20 µM | 360,000 compounds, 1.7% hits | AID 588405;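 active = inhibition of at least 50% at 20 µM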
NR2E3 ag-1: activates human photoreceptor nuclear receptor NR2E3; inhibition of corepressor binding, % at 4.78 µM; 320,000 compounds, 0.12% hits; GST-NR2E3/biotin-RetCOR TR-FRET, 1536-well; Q9Y5X4; AID 2300;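 active = percent inhibition above the cutoff of mean plus 3 SD of all tested compounds, set per screening campaign, cut at about 20% in these data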;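 note: 0% = DMSO wells and 100% = biotin wells as full block of FRET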
Target sequence (Q9Y5X4 whole entry, looked up): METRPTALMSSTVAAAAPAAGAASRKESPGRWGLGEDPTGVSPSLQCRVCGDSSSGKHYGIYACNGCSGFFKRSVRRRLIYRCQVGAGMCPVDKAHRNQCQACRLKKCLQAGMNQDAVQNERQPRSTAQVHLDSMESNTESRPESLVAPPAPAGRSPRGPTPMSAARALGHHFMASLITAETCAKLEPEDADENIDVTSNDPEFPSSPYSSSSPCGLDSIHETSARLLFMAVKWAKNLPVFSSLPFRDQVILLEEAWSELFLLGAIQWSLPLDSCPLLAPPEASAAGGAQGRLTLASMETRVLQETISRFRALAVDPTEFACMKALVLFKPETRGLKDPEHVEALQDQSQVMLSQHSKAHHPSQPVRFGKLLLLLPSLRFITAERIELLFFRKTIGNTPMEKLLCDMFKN
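Test system: GST-NR2E3 and biotin-RetCOR proteins | Quantity: 1.35 nM GST-tagged NR2E3 final | Medium: Tris pH 7.5 | Also added: 7 nM biotin-RetCOR | Dosing: Compound at 4.8 µM, single dose | Timing: 5 h at 4 °C | Detection: Time-resolved FRET | Read-out basis: Percent inhibition | Benchmarks: Biotin wells as high control, 0.6% DMSO wells as low control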
Exocytosis inh: blocks lytic granule exocytosis. TALL-104 LAMP-1 surface exposure, flow cytometry; cells stimulated with thapsigargin and PMA. inhibition, % at 10 µM. 360,000 compounds, 0.66% hits. AID 651702;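 active = inhibition above about 55%, limit read from the data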
Vif inh: HIV Vif inhibition | HEK293T cells, Vif self-association by quenched fluorescence, imaging, 24 h | inhibition, % at 7.49 µM | 340,000 compounds, 0.35% hits | AID 602346; in the data active = inhibition above about 50%, passing the limit was not always enough; note: some results filed as inactive read as strong as hits
aDG glyco act: increases alpha dystroglycan glycosylation; Pro5-aDG cells, alpha-DG glycosylation AlphaScreen (IIH6); 0% Pro5, 100% B10-LARGE cell signal; activation, % at 10 µM; 360,000 compounds, 0.22% hits; AID 624168;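 active = activation of at least 8% versus controls, or a plate z-score of at least 8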;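 note: Pro5 are CHO cells carrying HIG-tagged alpha-DG that lacks glycosylation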
MITF TRPM1 inh: MITF TRPM1 promoter inhibition in SK-MEL-5 cells; 330,000 compounds, 0.83% hits; inhibition, % at 12.5 µM; SK-MEL-5 TRPM1 promoter luciferase, 24 h;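 active = mean inhibition across replicates of 60% or more, whatever share of single replicates reaches that level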; note: values of inactives mirror those of a sister screen read the other way
PDI turbidity: blocks human protein disulfide isomerase activity; 350,000 compounds, 0.052% hits; P07237; inhibition, % at 10 µM; PDI insulin aggregation turbidity, A650, 90 min;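 active = mean inhibition across replicates of 30% or more, whatever share of single replicates reach that level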;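 note: absorbance from insulin aggregation driven by PDI reduction with DTT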
Target sequence (P07237 whole entry, looked up): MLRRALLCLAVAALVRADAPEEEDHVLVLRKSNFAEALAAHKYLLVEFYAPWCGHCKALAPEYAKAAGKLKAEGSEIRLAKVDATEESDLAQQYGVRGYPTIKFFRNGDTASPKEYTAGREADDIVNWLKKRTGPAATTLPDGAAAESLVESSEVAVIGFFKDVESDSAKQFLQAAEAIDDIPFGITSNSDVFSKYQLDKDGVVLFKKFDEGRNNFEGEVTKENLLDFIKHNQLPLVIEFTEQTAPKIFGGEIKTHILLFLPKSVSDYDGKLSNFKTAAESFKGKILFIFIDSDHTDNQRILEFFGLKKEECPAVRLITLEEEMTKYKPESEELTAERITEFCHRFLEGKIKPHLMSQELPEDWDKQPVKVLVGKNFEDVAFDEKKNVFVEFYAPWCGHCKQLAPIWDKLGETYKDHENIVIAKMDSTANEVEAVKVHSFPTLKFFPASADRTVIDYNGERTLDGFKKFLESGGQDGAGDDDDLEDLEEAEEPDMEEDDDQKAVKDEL
CaV13 ICDI inh: Primary screen for inhibitors of IQ motif and Ca2+-dependent inactivation inhibitor domain binding in CACNA1D, Förster resonance energy transfer in living cells, …; inhibition, % at 12.3 µM; HEK cells, CFP/YFP FRET ICDI-IQ, plate reader, 10 min; percent FRET-ratio fall versus neutral wells; 340,000 compounds, 0.098% hits;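 active = mean replicate inhibition of at least 30% and at least 1% of replicates passing that level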;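 note: 0% = median of the neutral control wells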
NR2E3 ag-2: agonists of human NR2E3 nuclear receptor | Q9Y5X4 | CHO-S Gal4-NCOR/VP16-NR2E3 two-hybrid, luciferase | inhibition of corepressor binding, % at 3.98 µM | 360,000 compounds, 0.35% hits | AID 602229;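 active = inhibition above the mean of all tested compounds plus 3 SD, cut at about 70% in these data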;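 note: 0% = DMSO with NR2E3 transfected cells and 100% = cells lacking NR2E3 construct; higher means lower luciferase signal from less NR2E3 corepressor binding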
hiPSC survival: increases survival of single human iPS cells | hiPSC single-cell survival, ATPlite luminescence; 100% = ROCK inhibitor wells, 0% = DMSO | survival enhancement, % at 20 µM | 360,000 compounds, 0.044% hits; in the data active = survival enhancement above about 18%;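 note: cells exposed to compounds for 16 hours before the ATP read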
Starred values were filed as active, the others as inactive; · = not tested or not shown; + = active, no number.

Below each compound – HIF-2a inh	Peg3 promoter	NR2E3 ag-1	Exocytosis inh	Vif inh	aDG glyco act	MITF TRPM1 inh	PDI turbidity	CaV13 ICDI inh	NR2E3 ag-2	hiPSC survival
CC(C)C[C@H](NC(=O)C1CC(=O)N(c2ccc3c(c2)OCO3)C1)C(=O)NCc1ccco1 (some centres not stated)
    2	-13	1	12	2	0.3	4	-1	-3	-26	0.2
COc1ccc(CCN2C(=O)CC(NCCc3ccc(S(N)(=O)=O)cc3)C2=O)cc1OC (configuration not stated)
    4	13	2	0	-6	0.0	3	2	-4	20	-3.0
O=C(N/N=C/c1cccnc1)c1ccc(CN2c3cccc4cccc(c34)S2(=O)=O)cc1
    22	15	4	-2	-2	0.0	0	-1	-5	19	1.4
COc1ccc(-c2c(-c3cc(OC)cc(OC)c3)n(C)c3ccc(-c4ccc(OC)nc4)cc23)cc1
    10	24	1	-2	1	-0.1	5	1	-4	6	0.6
Cc1ccc(Cc2c(-c3ccc(Cl)cc3)nc3cc(C)ccn23)cc1
    -299	-76	·	6	7	-0.1	·	9	-10	-73	0.0
O=C1CN(C(=O)c2cccc(S(=O)(=O)N3CCCC3)c2)c2ccccc2N1
    15	5	0	-2	5	0.0	-3	11	-3	-9	-0.8
CC(C(=O)Nc1cccc(Br)c1)c1ccc([N+](=O)[O-])cc1 (configuration not stated)
    23	13	4	-2	-1	0.2	-7	7	16	-19	1.0
COc1ccc(NC(=S)N2CCN(Cc3ccc(C)cc3)CC2)cc1
    6	-14	1	-2	5	0.6	4	-1	3	-5	2.2
CCOC(=O)CNC(=O)CSc1ncnc2c1cnn2-c1ccc(OC)cc1
    21	37	2	-2	5	0.0	-3	9	-5	9	4.7
COc1ccccc1/C=C/C1=NC(=C\N(C)C)/C(=O)O1
    -147	-111	-4	-3	4	-0.4	-53	-9	·	-4	0.7
CCCS(=O)(=O)N1CCN=C1SCc1cccc2ccccc12
    18	11	1	0	-3	-0.3	-6	-6	0	-17	-1.0
Cc1nnc2ccc(-c3ccc(NC(=O)c4ccco4)cc3)nn12
    -40	-21	3	-3	19	-0.1	-12	-2	-3	-4	-0.3
CC(C)c1csc(CN2CCC(CO)(Cc3ccccc3)CC2)n1
    -94	-83	2	-1	2	0.4	-9	11	1	-15	1.3
O=C(Nc1ccccc1)c1cc(C2CCCCN2C(=O)OCc2ccccc2)on1 (configuration not stated)
    -14	12	·	4	9	-0.1	·	-7	-4	0	0.9
Cc1ccccc1C(=O)Nc1ccc2c(c1)nc(CCNC(=O)c1ccco1)n2C
    -61	-15	-1	3	-2	0.1	-5	6	-5	-41	-0.6
Cc1ccc(Cn2cc(C(=O)NN)c(=O)c3ccc(F)cc32)cc1
    22	4	-4	9	-1	-0.1	12	8	-7	-61	-0.5
C#CCOc1ccc(C2C(C#N)=C(N)Oc3cc(O)ccc32)cc1 (configuration not stated)
    5	26	4	-2	1	-0.1	7	3	+	11	-0.6
COC(=O)Cc1ccc(NC(=S)N2CCN(c3cc(Cl)ccc3C)CC2)cc1
    6	-2	4	2	1	1.9	12	-3	-4	-28	0.5
COc1cccc(NS(=O)(=O)c2c(C(=O)N3CCCCCC3)c(C)n(C)c2C)c1
    15	-5	3	-4	-2	0.2	9	-2	-7	-10	0.1
COc1ccc(CNc2ncnc3ccccc23)cc1
    10	-3	-1	4	-1	1.2	7	-1	-2	96*	0.1
COc1ccc(CNC(=O)c2ccc(Cn3nc(C)c([N+](=O)[O-])c3C)o2)cc1
    20	35	0	0	·	0.8	21	6	-11	6	4.2
CC(C)(C)NC(=O)COC(=O)CCC(=O)c1ccc(F)cc1
    15	1	2	2	2	0.0	-2	2	12	-20	0.6
O=C1OCCN1C(=O)[C@H]1[C@H](c2ccc(F)cc2)C(c2ccccc2)=NN1c1ccc(Br)cc1
    -31	16	·	-3	5	0.2	-3	-10	·	24	1.0
COc1cccc(OCC(O)CN(CCO)Cc2ccccc2)c1 (configuration not stated)
    -7	2	0	-4	0	0.2	-4	4	0	-14	1.7
COc1ccc(OC)c(C(=O)COC(=O)c2c(OC)cccc2OC)c1
    9	17	4	-2	3	-0.2	-1	10	0	7	2.4
O=C(Cn1nnc2ccccc2c1=O)N1CCCc2ccccc21
    -1	3	2	-4	·	-0.2	-2	1	-8	-11	9.6
CC(=O)Nc1ccc(Nc2ncnc3c2cnn3-c2cccc(C)c2)cc1
    4	2	-2	-1	-9	-0.4	-1	-4	-4	7	2.5
COc1ccccc1N(CC(=O)Nc1ccc(S(=O)(=O)N2CCOCC2)cc1)S(C)(=O)=O
    10	-2	1	2	16	0.0	·	8	-1	-5	-0.7
CSc1nc(NC(C)C)nc(N2CCOCC2)n1
    15	11	1	1	12	-0.2	17	-9	1	0	-3.1
CCN(C(=O)CSc1nnc(-c2ccco2)n1CC)c1c(N)n(Cc2ccccc2)c(=O)[nH]c1=O
    7	-11	-2	-2	2	-0.3	5	-5	-3	-8	0.3

2 consecutive compounds from above, for reference:
Below each compound – HIF-2a inh	Peg3 promoter	NR2E3 ag-1	Exocytosis inh	Vif inh	aDG glyco act	MITF TRPM1 inh	PDI turbidity	CaV13 ICDI inh	NR2E3 ag-2	hiPSC survival
CSc1nc(NC(C)C)nc(N2CCOCC2)n1
    15	11	1	1	12	-0.2	17	-9	1	0	-3.1
CCN(C(=O)CSc1nnc(-c2ccco2)n1CC)c1c(N)n(Cc2ccccc2)c(=O)[nH]c1=O
    7	-11	-2	-2	2	-0.3	5	-5	-3	-8	0.3

The list continues:
Below each compound – HIF-2a inh	Peg3 promoter	NR2E3 ag-1	Exocytosis inh	Vif inh	aDG glyco act	MITF TRPM1 inh	PDI turbidity	CaV13 ICDI inh	NR2E3 ag-2	hiPSC survival
COc1cc(C(=O)Nc2nc3ccccc3[nH]2)cc(OC)c1OC
    -66	-21	-1	7	-1	-0.4	-5	0	-10	-17	0.2
CC1=C(C(=O)Nc2ccc(C(=O)NC(C)c3ccccc3)cc2)SCCO1 (configuration not stated)
    -33	3	3	10	-9	-0.1	-9	-44	-7	-6	0.5
COc1ccc(CNC(=O)C(C)N2CCN(c3ccc(C(C)=O)cc3)CC2)cc1 (configuration not stated)
    -13	4	7	2	3	0.1	-7	-17	-3	-19	0.1
O=C(OCCOCCN=C1NS(=O)(=O)c2ccccc21)c1ccccc1Br
    1	8	0	-3	1	0.1	4	-10	-4	0	0.0
Cc1c(C(=O)N2CCCCC2)c(S(=O)(=O)N(C)Cc2ccccc2)c(C)n1C
    11	17	2	-1	-6	1.6	10	1	-7	8	0.3
O=C(C1CCN(S(=O)(=O)c2cccs2)CC1)N1CCc2ccccc2C1
    -30	-5	6	-3	-1	-0.1	2	1	·	-12	1.9
Nc1nc(NC(=O)/C=C/c2ccccc2)nn1-c1ccccc1
    0	-7	-1	-3	·	-0.1	-10	20	-4	-5	1.4
COC(=O)c1[nH]c2cccc(OC)c2c1NC(=O)CCN1CC(C)CC(C)C1 (configuration not stated)
    13	-2	-2	-1	·	-0.1	3	20	·	2	0.6
COc1ccccc1N1CCN(C(=O)c2cccc(N3C(=O)NC4CC3(C)Oc3ccccc34)c2)CC1 (configuration not stated)
    11	26	4	0	-4	-0.1	2	-4	·	16	-2.1
NS(=O)(=O)c1ccc(-n2nc(C(=O)O)cc2-c2ccc(Cl)cc2)cc1
    14	5	1	-2	6	0.4	1	-5	3	6	-0.9
COc1cc(C(C)=O)ccc1O
    2	-1	-2	1	-11	-0.2	-8	-10	-4	-12	3.7
CCCCCC(=O)N1C[C@@H](n2cc(-c3ccc(F)cc3)nn2)[C@H](O)C[C@@H]1c1ccc(Cl)cc1
    -19	23	·	1	-1	0.4	·	-2	-7	-2	-0.8
CN1N=C2c3ccccc3CCC2C1c1ccc(Cl)cc1 (configuration not stated)
    -156	-199	-2	-8	-31	-0.1	-53	-3	-3	-29	-0.6
O=S(=O)(Nc1nc2ccccc2nc1NCC1CCCO1)c1cccs1 (configuration not stated)
    14	7	1	-1	0	0.3	4	-17	1	-23	-3.3
CCN(CCn1cccn1)C(=O)CCc1nnc(CCCc2ccccc2)o1
    -202	-245	6	-1	3	0.5	-62	-3	-6	-110	3.1
Nc1nc(N2CCN(c3cccc(Cl)c3)CC2)n[nH]1
    13	-4	1	-2	-2	0.3	13	8	-3	4	0.2
CCC(C)(C)C1CCc2[nH]nc(C(=O)NC3CCCC3)c2C1 (configuration not stated)
    -134	-82	1	-1	2	0.4	-20	1	-5	4	0.6
Cc1cccc(C(=O)n2cnnc2N)c1
    -1	-7	0	-3	1	-0.1	-6	-3	-19	-6	2.2
CC1CCCN(c2ccc3nncn3n2)C1 (configuration not stated)
    9	5	1	-16	16	0.0	-2	-1	-3	6	1.0
COc1ccccc1C(=O)NCCC(=O)NC(C)CCc1ccccc1 (configuration not stated)
    9	-1	2	10	10	-0.3	-5	0	·	17	-0.5
Cc1ccc(S(=O)(=O)CCC(=O)OCC(=O)Nc2ccc(N3CCOCC3)cc2)cc1
    22	11	1	-1	0	-0.1	-8	-2	-6	-16	-0.6
COc1ccc(NS(=O)(=O)c2cccc(C(=O)N3CCC3)c2)cc1
    8	11	1	4	-2	0.0	7	2	-6	-12	-0.1
CN(C)C(=O)c1ccc2c(c1)n(C)c(=O)n2C
    1	2	2	-3	6	-0.2	5	-12	-5	-4	5.6
COc1ccc(-c2cnnc(N/N=C/c3ccc(O)c(OC)c3)n2)cc1
    -163	-192	3	2	1	-0.4	-17	8	-4	-46	-4.3
CN(CC(=O)Nc1ccc(Cl)cc1)C1=NS(=O)(=O)c2ccccc21
    8	6	2	-4	21	0.2	1	-1	-6	-13	0.0
CC(=O)c1ccc(-c2nnc(CCC(=O)N(C)Cc3cnc4ccccn34)o2)s1
    15	0	3	-1	37	0.0	-11	10	-1	-15	0.3
O=C(CSc1nnc(-c2ccco2)o1)c1ccc(O)cc1O
    10	-22	-1	10	1	-0.6	-11	4	-5	4	0.1
CC(=O)N/C(=C\c1ccccc1)C(=O)OCC(=O)NC1CCCC1
    4	5	3	-5	-1	0.6	-3	8	-4	4	-2.6
CCc1c(C(=O)N2CCCN(C)CC2)csc1C
    8	8	1	-6	6	0.0	7	-14	-5	-29	0.4
COc1ccc(C(=O)NC(=S)N2CCOCC2)cc1Br
    -3	0	4	2	-7	-0.2	-4	13	·	-13	0.0
COc1ccc(COCC(O)CN(Cc2ccccc2)C(C)C)cc1OC (configuration not stated)
    11	19	0	2	3	-0.1	4	8	3	11	-1.7
O=C(/C=C/c1ccccc1Cl)Nc1ccc(Cl)cn1
    -208	-59	0	-4	-1	-0.2	-30	-5	-4	-11	-0.7
O=S(=O)(NN=C1CCCCC1)c1ccccc1
    6	5	0	0	-7	0.3	5	3	-2	-26	-1.8
CCCCCOc1ccc(Cl)cc1CN1CCOCC1
    -176	-96	2	2	4	0.5	-39	4	-3	-94	-0.9
C=CCOc1ccccc1CN1CCCCCC1
    17	-1	·	-8	-7	0.0	-7	2	-2	-22	0.5

From PubChem BioAssay
